SW480 rereplic = DNA re-replication induction in SW480 cells. SW480 DNA re-replication, Hoechst DNA content imaging, 48 h. Potency, µM (top dose mostly 46.1 µM), for inactives: at the highest dose re-replication activation, actives largely listed as activators. actives 1.8% (n = 340,000); further: potency means the concentration at half of the fitted maximal effect; % of control where 0% means no effect; nearly all actives have a fitted effect of over 55% in size
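Quantitative HTS format with DMSO vehicle controls; 48 hr drug incubation at 37 C, then 40 min Hoechst staining and scanning imager measurement at 405 nm excitation.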
KB-V1 MDR tox = kills drug-selected multidrug resistant KB-V1 cells. KB-V1 MDR cells viability, CellTiter-Glo, 72 h. Potency, µM (highest dose often 46.1 µM), inactives show top-dose activity change, negative = cytotoxicity, actives largely listed as cytotoxic. actives 3.4% (n = 400,000). AID 1347076; further: potency means the concentration at half of the fitted maximal effect; on the % scale 0 is the no-effect control and ±100 the full control effect; nearly all actives have a fitted effect of over 60% in size
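Readout: CellTiter-Glo luminescence, 10 min after addition. Cells: KB-V1 MDR subline, 72 h at 37 degrees C with compound. Analysis: corrected, normalized data fitted to concentration-effect curves.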
ATXN2 expr inh = inhibitors of ATXN2 expression; HEK-293 ATXN2-luciferase reporter, luminescence, 24 h; Potency, µM (titrated, usually from 57 µM), for inactives: top-dose activity change, negative = inhibition, actives largely listed as inhibitors; actives 0.72% (n = 360,000); AID 1745845; further: potency means the concentration at half of the fitted maximal effect; on the % scale 0 is the no-effect control and ±100 the full control effect; nearly all actives have a fitted effect of over 55% in size
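ATXN2-luciferase reporter cells (luciferase flanked by upstream and downstream ATXN2 gene portions) were treated 24 h at 37 °C with compounds at up to 57 uM. SteadyGlo luminescence gave expression; GF-AFC fluorescence gave viability.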
KB-3-1 cytotox = kills parental KB-3-1 adenocarcinoma cells. Potency, µM (top dose mostly 46.1 µM), for the others: at the top dose activity change, negative = cytotoxic, usual class: cytotoxic. KB-3-1 viability, CellTiter-Glo ATP luminescence, 72 h. actives 1.4% (n = 400,000); further: potency means the concentration at half of the fitted maximal effect; on the % scale 0 is the no-effect control and ±100 the full control effect; nearly all actives have a fitted effect of over 60% in size
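Using CellTiter-Glo luminescence, growth of non-resistant KB-3-1 adenocarcinoma cells is assessed 72 h after pin-tool compound addition at 37 °C. Normalized responses across the concentration series yield fitted curves.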
HT1080 IDH1KD tx = HT-1080 IDH1 knockdown cell toxicity (counter line) | HT-1080 IDH1 knockdown viability, ATP luminescence, 48 h | AID 686971 | actives 2% (n = 360,000) | Potency, µM (highest dose often 46.1 µM), inactives show at the top dose activity, negative = toxicity, usual class: cytotoxic;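 further: potency means the concentration at half of the fitted maximal effect; 0% = DMSO wells and -100% = cell-free medium wells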
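CellTiter-Glo luminescence after 48 h compound exposure at 37 degrees C of IDH1-knockdown HT-1080 cells in 5% FBS RPMI. %Activity scaled between DMSO wells and cell-free media wells, with curves fitted and assigned curve classes.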
WRN inhibitor = blocks human WRN helicase; Q14191; Potency, µM (doses to about 114 µM), for inactives: top-dose activity change, negative = inhibition, most hits filed as inhibitors; WRN helicase unwinding, fluorescent forked duplex, kinetic; AID 651768; actives 0.46% (n = 360,000); further: potency means the concentration at half of the fitted maximal effect; on the % scale 0 is the no-effect control and ±100 the full control effect; nearly all actives have a fitted effect of over 55% in size
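Primary qHTS, 1536-well format. 20 nM WRN + compound, 15 min RT; start with 100 nM forked fluorophore/quencher duplex, 2 mM ATP (final); kinetic read ex 525/em 598 nm.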
HT1080-NT tox = kills 2HG-producing HT-1080-NT fibrosarcoma cells | actives 1.6% (n = 360,000) | HT-1080-NT fibrosarcoma viability, CellTiter-Glo ATP luminescence, 48 h | Potency, µM (series often up to 46.1 µM), for inactives: top-dose activity, negative = less viability, usual class: cytotoxic;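 further: NT is the 2HG producing partner of a matched IDH1 knockdown line; potency means the concentration at half of the fitted maximal effect; 0% = DMSO-treated cells and -100% = media-only wells without cells; nearly all actives have a fitted effect of over 55% in size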
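750 cells/well, RPMI + 5% FBS; 2 h settle, compound pin-transfer, 48 h at 37 degrees C. CellTiter-Glo 10 min RT, luminescence. Normalized to DMSO and media-only wells.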
IL1B secr inh = inflammasome signaling inhibition, IL-1 beta readout; actives 4.7% (n = 360,000); activity change, % at 57.5 µM; THP-1 LPS/ATP IL-1B secretion, AlphaLISA, 16 h; hits give low values; in the data active means activity change below about -50%; inconclusive means mostly about -30% to -49%; further: on the % scale 0 is the no-effect control and ±100 the full control effect
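THP-1 cells pretreated 1 hr with compounds (up to 57.5 uM final), then stimulated with LPS (250 ng/mL final) plus ATP (1.25 mM final); secreted IL-1B measured by AlphaLISA after 16 hr, decreased signal indicating inhibition.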
MCF10A rereplic = induces DNA re-replication in MCF 10a normal breast cells; MCF 10A DNA re-replication, Hoechst nuclear intensity, 48 h; Potency, µM (top dose mostly 46.1 µM), without a hit: top-dose activity, positive = re-replication, most hits filed as activators; actives 2.9% (n = 350,000); AID 624296; further: potency means the concentration at half of the fitted maximal effect; % of control where 0% means no effect; nearly all actives have a fitted effect of over 50% in size
* = called active by the depositor; u = inconclusive; x = not tested or not shown; [ ] = another dose, or the depositor's remark. Unless noted, the call rests on the fitted dose curve; in most records, active means well fitted curve in the direction sought with a large enough effect; inconclusive means small, poorly fitted or top-dose-only effect, or another doubt; inactive means no such curve, though single readings can be large; an effect the other way counts as inactive or inconclusive.

cpd	smiles	SW480 rereplic	KB-V1 MDR tox	ATXN2 expr inh	KB-3-1 cytotox	HT1080 IDH1KD tx	WRN inhibitor	HT1080-NT tox	IL1B secr inh	MCF10A rereplic
1	COC(=O)[C@@]1(Cc2ccc(F)cc2)[C@H]2c3cc(C(=O)N4CCCC4)n(CCc4ccccn4)c3C[C@H]2CN1C(=O)c1ccccc1	u	0%	-3%	-3%	-21%	-3%	-15%	-23	u
2	O=C(CCc1ccccc1)Nc1ccc(Cl)cn1	6.5µM*	u	23%	5.8µM*	2.9µM*	4%	5.8µM*	0	5.8µM*
3	N=c1c(C(=O)NCC2CCCO2)cc2c(=O)n3ccccc3nc2n1Cc1cccnc1 (stereo not drawn)	10µM*	20%	-9%	12%	2%	-1%[57.1 µM]	3%	0	13µM*
4	CC(=O)Nc1cc(NC(C)=O)cc(C(=O)N2CCCC3CCCCC32)c1 (stereo not drawn)	-6%	-2%	12%	10%	8%	u	8%	7	-2%
5	COc1cccc(C2c3[nH]c4ccccc4c3C[C@H]3C(=O)N(CCCOC(C)C)CC(=O)N23)c1 (stereo partly drawn)	0%	1%	1%	0%	9%	-14%	16%	7	-2%
6	O=C(NC1CCCCC1)C(c1cccs1)N(C(=O)C(F)(F)F)c1ccccc1 (stereo not drawn)	u	14%	9%	12%	11%	-2%	19%	16	15µM*
7	CC(C)[C@H]1COCCS(=O)(=O)N1Cc1ccccc1-c1cccc(Cl)c1	0%	u	-15%	0%	4%	-3%	-1%	39	7%
8	O=C(O)CC/C(=N\NC(=O)CNC(=O)/C=C/c1ccccc1)c1ccccc1	4%	u	-2%	16%	3%	0%	4%	63	-7%
9	O=C1c2ccccc2S(=O)(=O)c2cc(C(=O)N3CCCC3)ccc21	-29%	-22%	-4%	4%	-2%	-3%	-4%	-11	22%
10	O=C(O)/C=C/c1ccc2noc(-c3ccccc3)c2c1	-5%	u	x	-12%	-2%	-5%	3%	-23	16%
11	CCCc1cc(=O)[nH]c(SCC(=O)N2C(C)CCCC2C)n1 (stereo not drawn)	-4%	u	19%	1%	6%	8%	1%	26	13%
12	CN(CC(=O)O)S(=O)(=O)c1ccc2[nH]c(=O)c(=O)[nH]c2c1	10%	u	17%	1%	16%	-5%	19%	-10	1%
13	C=CCn1c2c(c(=O)[nH]c1=S)CN(C(C)c1ccccc1)CN2 (stereo not drawn)	-35%	u	x	7%	13%	3%	15%	31	1%
14	CC(C)S(=O)(=O)N1CCCC(c2cc(C(=O)NCc3ccccc3)no2)C1 (stereo not drawn)	x	4%	-1%	0%	9%	1%	18%	-14	x
15	O=C(O)C1=CCCN(CCON=C(c2ccccc2)c2ccccc2)C1	3%	14%	2%	0%	-7%	-1%	28%	0	2%
16	O=C(O)C1CC(c2ccc(F)cc2)=NO1 (stereo not drawn)	9%	-5%	-6%	-15%	0%	-6%	-1%	0	0%
17	Cn1c(NC(=O)c2ccc(Br)o2)cc(=O)n(C)c1=O	-6%	-8%	7%	7%	5%[9.24 µM]	-6%	12%	10	1%
18	CCCCc1ccc(NC(=S)NCc2cccs2)cc1	-15%	4%	x	-12%	0%	-25%	-3%	u	u
19	COc1ccc(N2C(=O)CC(NCCNc3ccc([N+](=O)[O-])cn3)C2=O)cc1 (stereo not drawn)	0%	-9%	10%	2%	0%	22%	0%	12	-5%
20	COc1ccccc1CNS(=O)(=O)c1ccc(-n2cnnn2)c(OC)c1	-12%	4%	-3%	-17%	-2%	-2%	-1%	33	-6%

Compounds from the list above that have fluorine, in the order listed:
cpd	smiles	SW480 rereplic	KB-V1 MDR tox	ATXN2 expr inh	KB-3-1 cytotox	HT1080 IDH1KD tx	WRN inhibitor	HT1080-NT tox	IL1B secr inh	MCF10A rereplic
1	COC(=O)[C@@]1(Cc2ccc(F)cc2)[C@H]2c3cc(C(=O)N4CCCC4)n(CCc4ccccn4)c3C[C@H]2CN1C(=O)c1ccccc1	u	0%	-3%	-3%	-21%	-3%	-15%	-23	u
6	O=C(NC1CCCCC1)C(c1cccs1)N(C(=O)C(F)(F)F)c1ccccc1 (stereo not drawn)	u	14%	9%	12%	11%	-2%	19%	16	15µM*
16	O=C(O)C1CC(c2ccc(F)cc2)=NO1 (stereo not drawn)	9%	-5%	-6%	-15%	0%	-6%	-1%	0	0%

Remaining list, next part:
cpd	smiles	SW480 rereplic	KB-V1 MDR tox	ATXN2 expr inh	KB-3-1 cytotox	HT1080 IDH1KD tx	WRN inhibitor	HT1080-NT tox	IL1B secr inh	MCF10A rereplic
21	CCN(CC)CCC(c1ccc(N(C)C)cc1)c1c(O)cc(OC)cc1OC (stereo not drawn)	-11%	-4%	2%	-1%	-14%	10%	-3%	0	-4%
22	CCN(CC)CCNC(=O)c1ccc(NC(=O)Nc2cccc3ccccc23)cc1	-6%	4%	-6%	-16%	-10%	-10%	-21%	-22	-4%
23	O=C(c1ccc(S(=O)(=O)Nc2ccccc2Cl)cc1)N1CCCC1	-10%	-6%	2%	-3%	3%	7%	0%	25	4%
24	CN(c1ccccc1)S(=O)(=O)c1ccc(C(=O)NCc2cccs2)cc1	15%	u	-7%	0%	-15%	-10%	-1%	-29	0%
25	CCCCCc1c(Cc2ccccc2)ncn1CCc1ccccc1OC	x	-28%	u	16µM*	u	-5%	18µM*	-56*	x
26	CC(C)N(C(=O)C(=O)c1cccn1-c1ccccc1C#N)C(C)C	-4%	-12%	-7%	0%	4%	-4%	-1%	-18	8%
27	O=C(O)C1C2CC2CN1C(=O)c1ccc(Cl)cc1 (stereo not drawn)	6%	12%	-1%	15%	-14%	8%	2%	1	0%
28	O=C(NC1CCCCCC1)C(=S)NC1CCCCC1	-2%	-1%	27%	0%	25%	-3%	20%	8	-2%
29	Cc1noc(C)c1C(=O)Nc1ccc(F)c(F)c1	-2%	-5%	6%	4%	16%	-29%[57.1 µM]	8%	4	-3%
30	Cc1oc(/N=C/c2ccc(F)cc2)c(C#N)c1C	3%	2%	x	4%	15%	1%	7%	21	6%
31	CCOC(=O)C(C)n1nc(/C=C/c2ccccc2)ccc1=O (stereo not drawn)	-3%	u	16%	u	6%[9.24 µM]	-9%	0%	4	-1%
32	Cc1ccc(CN2CCNC(=O)C2CC(=O)N(C)CCc2cnn(C)c2)cc1 (stereo not drawn)	3%	u	2%	20%	-2%	-14%	12%	-7	0%
33	O=c1cc(CSc2nnnn2-c2ccccc2)nc2sccn12	-1%	-25%	-13%	-1%	1%	-15%	-8%	35	2%
34	O=C(NC(=S)NC1CCCC1)c1ccccc1Br	-696%[inhibitor]	-30%	22%	-2%	1%	-9%	-1%	0	2%
35	Cc1cc(C(=O)N2CCN(c3ccc([N+](=O)[O-])cc3)CC2)no1	2%	0%	2%	-20%	-9%	-5%	-3%	-24	-1%
36	COC(=O)c1ccc(NC(=O)Nc2ccc3c(c2)OCO3)cc1	-7%	-15%	7%	19%	u	3%	-29%	-19	6%
37	O=C(Nc1cccc(C(=O)N2CCCC2)c1)C1CCCCC1	4%	0%	2%	0%	11%	-8%	4%	19	18%
38	N#Cc1c(-c2ccccc2)nc(SCC(=O)N(c2ccccc2)c2ccccc2)[nH]c1=O	0%	4%	4%	2%	14%	-15%	18%	3	1%
39	CC1(C)OC(=O)C=C(CC2NS(=O)(=O)OC3CCCCC23)O1 (stereo not drawn)	-4%	16%	5%	19%	9%	8%	-13%	11	-1%
40	O=C(O)CCCCCN1C(=O)c2ccc(C(=O)O)cc2C1=O	-25%	1%	4%	-6%	6%	-2%	4%	16	15µM*
41	C/C=C/C(=O)OCC(=O)Nc1cccc(F)c1	-9%	u	-2%	-4%	-2%	3%	-9%	-12	-36%[inhibitor][9.22 µM]
42	CC(=O)C1C(c2ccccc2)c2c(noc2C)CC1(C)O (stereo not drawn)	1%	-10%	-35%	1%	1%	-2%	0%	-4	3%
43	CN(c1ccccc1)S(=O)(=O)c1ccc(Cl)c(C(=O)Nc2ccc(-c3nc4ccccc4[nH]3)cc2)c1	u	u	-28%	u	u	-22%[57.1 µM]	-22%	11	11%
44	COc1cccc(C2CC(c3ccc(Cl)cc3Cl)n3nc(N)nc3N2)c1 (stereo not drawn)	2%	16%	-17%	-12%	-5%	-3%	-11%	-19	3%
45	COc1ccc(CCN(C)C/C=C/c2ccccc2[N+](=O)[O-])cc1OC	7%	u	8%	-30%	1%	-6%	-4%	u	-2%
46	COc1cc2[nH]c(=O)n(CCC(=O)NCCCN3CCN(c4ccccc4F)CC3)c(=O)c2cc1OC	-8%	27%	-3%	25%	13%	-2%	6%	43	9%
47	O=C(Nc1cccc(F)c1)Nc1ccc2c(c1)OCO2	u	-27%	55%[activator]	u	-26%	-12%	-21%	-67*	1%
48	Cc1ccc(NC(=O)O/N=C2\CCCCC2c2ccc([N+](=O)[O-])cc2[N+](=O)[O-])cc1 (stereo not drawn)	3%	0%	-9%	-5%	-4%	-23%	-6%	-14	4%
49	Cc1ccc(NC(=O)Cn2c(O)c(N=NC(=O)c3ccncc3)c3ccccc32)cc1	-5%	10%	-18%	1%	13%	-7%	14%	53	5%
50	O=C(NN1CCOCC1)c1ccc(S(=O)(=O)N2CCCCC2)cc1	0%	-6%	-19%	-1%	-3%	-3%	-4%	-3	-1%
51	O=C(NNC(=O)c1ccccc1Br)c1ccc(SCC2CCCO2)c([N+](=O)[O-])c1 (stereo not drawn)	1%	23µM*	-5%	4%	14%	-8%	15%	-1	u
52	CC(=O)Nc1ccc(S(=O)(=O)Nc2cccc(-c3nc4cc(C)ccc4o3)c2)cc1	1%	u	x	18µM*	15%	0%	-1%	9	u
53	CCCNC(=O)c1cc(-c2ccc(OC)cc2)on1	38%	u	-17%	0%	-26%	-4%	-4%	-14	13%
54	COc1ccc(/C=N/c2c(-c3ccc(OC)cc3)nc3n2CCS3)cc1	-4%	-8%	0%	-11%	2%	-13%	12%	u	-2%
